High-throughput results as filed in PubChem.
FN deposition inh: fibronectin deposition inhibition; AH1F fibroblasts, Alexa488-fibronectin deposition fluorescence, overnight; inhibition, % at 12.6 µM; 350,000 tested, 0.086% active;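 active means mean inhibition across replicates of 30% or more, regardless of how many single replicates reach that level; inconclusive means mean under 30% yet at least half of replicates reach 30%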;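 further: positive control wells lacked labelled fibronectin entirely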
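Material: AH1F fibroblast monolayer depositing Alexa488-labelled fibronectin into matrix | Input: 10000 AH1F cells/well | Medium: DMEM plus 2% serum, read in PBS | Reagent: Alexa488-fibronectin, 24 nM final in well | Compound dosing: One dose per compound, pinned | Schedule: 1 h adhesion, overnight exposure | Measured by: Fluorescence at 485 nm excitation, 525 nm emission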
RAD54 branch: RAD54 (human) branch migration inhibition; Q92698; 360,000 tested, 0.14% active; RAD54 Holliday junction branch migration, FAM/BHQ fluorescence; inhibition, % at 10.4 µM;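 active means mean normalized replicate activity at least 40 and at least half of replicates scoring 40 or more; inconclusive means only one of the two criteria met; inactive means mean below 40 and under half of replicates reaching 40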;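 further: 0% = median of neutral control wells and 100% = median of positive control wells; inhibitors cause a drop in the FAM fluorescence signal; in these data hits start at about 50%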
Target sequence (Q92698 whole entry, looked up): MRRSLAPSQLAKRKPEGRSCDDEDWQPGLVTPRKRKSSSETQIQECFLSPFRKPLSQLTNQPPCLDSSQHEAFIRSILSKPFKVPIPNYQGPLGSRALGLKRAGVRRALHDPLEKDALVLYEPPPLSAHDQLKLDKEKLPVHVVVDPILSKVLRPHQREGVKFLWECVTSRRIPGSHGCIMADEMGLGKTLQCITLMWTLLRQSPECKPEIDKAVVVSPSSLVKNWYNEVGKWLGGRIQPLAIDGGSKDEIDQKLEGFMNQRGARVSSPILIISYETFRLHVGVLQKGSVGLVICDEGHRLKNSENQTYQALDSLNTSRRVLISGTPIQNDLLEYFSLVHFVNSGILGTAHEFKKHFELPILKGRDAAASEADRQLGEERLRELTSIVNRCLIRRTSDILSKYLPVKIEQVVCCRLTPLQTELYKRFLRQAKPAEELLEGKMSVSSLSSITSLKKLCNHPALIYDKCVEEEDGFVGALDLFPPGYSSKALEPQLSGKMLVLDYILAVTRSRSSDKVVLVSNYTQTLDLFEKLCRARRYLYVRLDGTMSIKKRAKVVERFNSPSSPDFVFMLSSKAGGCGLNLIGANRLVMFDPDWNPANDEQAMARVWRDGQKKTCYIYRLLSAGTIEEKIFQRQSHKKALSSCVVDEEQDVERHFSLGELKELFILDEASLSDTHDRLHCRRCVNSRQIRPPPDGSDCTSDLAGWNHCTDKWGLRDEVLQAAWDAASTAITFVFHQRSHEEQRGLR
esBAF inh: blocks esBAF chromatin remodeling in mouse ES cells | reporter increase, % at 12.5 µM | Bmi1-luciferase knock-in reporter, 24 h; 100% = twice the neutral-well signal | 350,000 tested, 2% active; in the data active means activation above about 40%; inconclusive means no clear call, values can overlap the other calls;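 further: 0% = median of the plate's neutral control wells and 100% = double that signal; a rise in the Bmi1 reporter signal indicates esBAF inhibition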
Starred values were filed as active, the others as inactive; u = inconclusive. These rows are one share of the data; the hit share may differ from the screen's.

Start of the data: the first 15 compounds (preview)
Fields: FN deposition inh, RAD54 branch, esBAF inh
- COc1ccc(-c2nnc(-c3cccnc3)o2)cc1
→ 4, 4, 31
- O=C1CC(Nc2ccccc2)C(=O)N1c1ccc(N2CCOCC2)cc1 (centres undefined)
→ -6, -11, -1
- O=C(Nc1ccc(Cl)c([N+](=O)[O-])c1)c1ccc(NCCCN2CCOCC2)c([N+](=O)[O-])c1
→ -11, 5, 0
- COc1cc(CNCCc2ccc(S(N)(=O)=O)cc2)ccc1OCC(=O)NC1CCCCC1
→ 10, -1, -9
- O=C(COc1ccc(S(=O)(=O)N2CCCC2)cc1Cl)NC1CC1
→ -10, -18, -5
- COCCCn1c(SCC(=O)N2CC(=O)Nc3ccccc32)nnc1-c1ccoc1C
→ 6, -5, 3
- CCN(CC)C(=O)C1CCCN(c2ccc([N+](=O)[O-])cc2/C=N/NC(=O)c2cccc([N+](=O)[O-])c2)C1 (centres undefined)
→ 5, -1, 6
- CCn1nc(C(=O)Nc2ccc(C)c(C)c2)c(Cl)c1Cl
→ 1, 4, 28
- CCC(C)NC(=O)C1CC(c2ccc(OC)cc2)=NO1 (centres undefined)
→ 6, -18, 19
- COc1cccc(-n2c(SCc3c(C)noc3C)nnc2-c2cccc(S(=O)(=O)N(C)C)c2)c1
→ 12, 3, 6
- CS(=O)(=O)c1ccc(C(=O)NC2CCOC2=O)cc1 (centres undefined)
→ -1, 6, -10
- Cc1ccc(-n2c(Cc3cccn3C)nnc2SCC(=O)Nc2cc(C)on2)cc1
→ -4, 0, -13
- CC1(C)CC(=O)c2cc(OCC(=O)N3CCCCCC3)ccc2O1
→ 9, 11, 16
- Cc1ccc(CNC(=O)CCS(=O)(=O)c2ccc(Br)s2)cc1
→ 1, 2, 1
- O=C(O)CSc1cc(C(F)(F)F)nc(-c2ccccn2)n1
→ -2, -4, -8

The listing, previewed entries included:
Fields: FN deposition inh, RAD54 branch, esBAF inh
- COc1ccc(-c2nnc(-c3cccnc3)o2)cc1
→ 4, 4, 31
- O=C1CC(Nc2ccccc2)C(=O)N1c1ccc(N2CCOCC2)cc1 (centres undefined)
→ -6, -11, -1
- O=C(Nc1ccc(Cl)c([N+](=O)[O-])c1)c1ccc(NCCCN2CCOCC2)c([N+](=O)[O-])c1
→ -11, 5, 0
- COc1cc(CNCCc2ccc(S(N)(=O)=O)cc2)ccc1OCC(=O)NC1CCCCC1
→ 10, -1, -9
- O=C(COc1ccc(S(=O)(=O)N2CCCC2)cc1Cl)NC1CC1
→ -10, -18, -5
- COCCCn1c(SCC(=O)N2CC(=O)Nc3ccccc32)nnc1-c1ccoc1C
→ 6, -5, 3
- CCN(CC)C(=O)C1CCCN(c2ccc([N+](=O)[O-])cc2/C=N/NC(=O)c2cccc([N+](=O)[O-])c2)C1 (centres undefined)
→ 5, -1, 6
- CCn1nc(C(=O)Nc2ccc(C)c(C)c2)c(Cl)c1Cl
→ 1, 4, 28
- CCC(C)NC(=O)C1CC(c2ccc(OC)cc2)=NO1 (centres undefined)
→ 6, -18, 19
- COc1cccc(-n2c(SCc3c(C)noc3C)nnc2-c2cccc(S(=O)(=O)N(C)C)c2)c1
→ 12, 3, 6
- CS(=O)(=O)c1ccc(C(=O)NC2CCOC2=O)cc1 (centres undefined)
→ -1, 6, -10
- Cc1ccc(-n2c(Cc3cccn3C)nnc2SCC(=O)Nc2cc(C)on2)cc1
→ -4, 0, -13
- CC1(C)CC(=O)c2cc(OCC(=O)N3CCCCCC3)ccc2O1
→ 9, 11, 16
- Cc1ccc(CNC(=O)CCS(=O)(=O)c2ccc(Br)s2)cc1
→ 1, 2, 1
- O=C(O)CSc1cc(C(F)(F)F)nc(-c2ccccn2)n1
→ -2, -4, -8
- COc1cc(/C=C2/CCc3ccccc3C2=O)cc(OC)c1OC
→ 9, -9, -6
- O=C(NCc1ccco1)C1CCCN1C(=O)NCc1ccccc1 (centres undefined)
→ 8, -8, -5
- C=CCOc1cccc(C2C(C(=O)c3ccc(C)o3)=C(O)C(=O)N2Cc2ccncc2)c1 (centres undefined)
→ -6, -6, -3
- CC(C)(C)OC(=O)NCCc1nnc(SCC(=O)Nc2cccc(Cl)c2)o1
→ -1, -4, -2
- CCN(CCCNC(=O)CCCN1C(=O)COc2ccc(C)cc21)c1cccc(C)c1
→ -17, -2, -3
- Cc1nn(Cc2ccccc2Cl)c2sc(C(=O)OC3CCCC3=O)cc12 (centres undefined)
→ 12, -4, 6
- Cc1ccc(C(C(=O)NC2CCCCC2)N(Cc2ccco2)C(=O)C2COc3ccccc3O2)o1 (centres undefined)
→ 2, 0, 8
- O=C(CCCCCN1C(=O)c2ccccc2C1=O)Nc1nccs1
→ 6, 6, 2
- Cc1c(C(=O)NC2CCCc3ccccc32)oc2ccc(S(=O)(=O)N3CCOCC3)cc12 (centres undefined)
→ 1, 1, 2
- O=C(Nc1cc(Oc2ccccc2)cc([N+](=O)[O-])c1)C12CC3CC(C1)CC(n1cnc(Cl)n1)(C3)C2
→ -4, 3, 5
- COC(=O)[C@H](Cc1ccccc1)NC(=O)NCc1ccccc1OC
→ -7, -2, 1
- c1ccc2c(c1)OC(CCCN1CCCCC1)c1ccccc1S2 (centres undefined)
→ 9, 14, -8
- COc1ccc(C(=S)N2CCCCCC2)cc1
→ -9, 9, -5
- Cc1ccc2cc(C(c3nnnn3Cc3ccccc3)N3CCc4ccccc43)c(=O)[nH]c2c1 (centres undefined)
→ 5, 7, -3
- Cc1ccc(C(=O)COC(=O)CCc2nc3ccccc3[nH]c2=O)cc1C
→ 2, -1, -1
- COC(=O)c1oc2ccc(Cl)cc2c1NC(C)=O
→ 7, -7, 1
- Cc1cccc(C)c1NC(=O)C(c1ccc(Cl)cc1Cl)N1CCCCC1 (centres undefined)
→ -15, -3, 4
- CCOc1ccc(NC(=O)CCC(=O)N/N=C/c2ccc([N+](=O)[O-])s2)cc1
→ 8, 0, -12
- O=C(c1nc(-c2ccccc2)n(-c2ccccc2)n1)N1CCN(S(=O)(=O)c2ccccc2)CC1
→ 5, -3, 5
- CCOc1cccc(-c2nnc3n2N=C(c2cc(OC)ccc2OC)CS3)c1
→ -5, 0, -13
- CCOC(=O)N1CCN(S(=O)(=O)c2ccc(C(=O)Nc3nc4c(s3)CC(C)CC4)cc2)CC1 (centres undefined)
→ 2, 11, -3
- COc1ccc(CNC(=O)COC(=O)c2cccnc2Nc2cccc(C(F)(F)F)c2)cc1
→ 1, 5, 8
- CC1CCN(c2ccc(NC(=O)c3cccnc3)cc2)CC1
→ -6, -5, 32
- O=C(CSc1nnc(-c2ccncc2)n1-c1ccccc1)N1CCN(c2ccc(Cl)cc2)CC1
→ -3, -3, -4
- CCOc1ccc(NC(=O)CSc2nc3ccccc3c(=O)n2CCNC(C)=O)cc1
→ -3, -3, 1
- Cc1ccc(N=Cc2sc(O)c3ccccc23)cc1
→ -2, -26, 94*
- O=C(Nc1ccccc1C(=O)N1CCOCC1)C1CCCO1 (centres undefined)
→ -6, -10, -1
- COc1ccc(-c2nn(CC(=O)N(C)C)c(=O)c3ccccc23)cc1
→ 6, -4, -6
- O=C1C(Cl)=C(N2CCCCC2)C(=O)N1c1ccccc1Cl
→ 11, -19, 0
- O=C(Nc1ccc(Oc2ncccn2)cc1)c1ccco1
→ 3, 1, -5
- O=C(CCCSc1nc2ccccc2s1)NCc1ccco1
→ -3, 3, -30
- O=C(CCn1c(=O)[nH]c2ccsc2c1=O)N1CCN(Cc2ccc3c(c2)OCO3)CC1
→ -1, -8, 3
- Cn1nc(C(=O)NC2CCCCC2)c2ccccc2c1=O
→ 20, -13, -11
- Cn1cc(-c2nnnn2-c2ccccc2)c(=O)c2ccccc21
→ -14, 5, -5
- COc1ccc(C(C(=O)NC(C)(C)C)N(Cc2ccco2)C(=O)CCC(=O)Nc2cc(C)on2)cc1 (centres undefined)
→ -2, -5, -3
- Cc1ccc(Oc2ccc(NC(=O)c3ccco3)cc2)cc1
→ -1, -12, 14
- Cc1ccc(-c2ncccc2OC(=O)C23CC4CC(CC(C4)C2)C3)cc1
→ -1, 0, -7
- Cc1ccc(-n2c(=O)c(C#N)cc3c(=O)n4ccccc4nc32)cc1C
→ 0, -1, 3
- Cc1sc2ncn(CC(=O)OCC(=O)NC(C)(C)C)c(=O)c2c1C
→ -17, 10, -10
- Cc1cc(N2C(=O)CCC2=O)ccc1NC(=O)c1cccs1
→ 5, -9, -3
- Cc1ccc(-c2nc(NCCN3CCOCC3)c3ccccc3n2)cc1
→ -13, u, 24
- COc1ccc(S(=O)(=O)N(C)c2ccc(C(N)=O)cc2)cc1
→ 6, -4, -6
- Cc1cc(C(F)(F)F)n(-c2nc(C(=O)N/N=C/c3ccc(F)cc3)cs2)n1
→ -6, 5, -6
- CCC(C)N1C(=O)CCC1C(=O)O (centres undefined)
→ 0, -19, -10
- O=C(Cn1nc(-c2ccc(Cl)cc2)ccc1=O)N1CCN(c2ccccc2)CC1
→ -4, 10, -5

The listing continues.
Fields: FN deposition inh, RAD54 branch, esBAF inh
- CCN1CCN(C2=NC(=O)/C(=C/c3ccc(C)o3)S2)CC1
→ 0, 3, -3
- Cc1oc(-c2ccc(Cl)cc2)nc1CN1CCC(C(=O)NCCCN2CCOCC2)CC1
→ 0, -13, 0
- COC(=O)COc1ccc(-c2nn(C)c(=O)c3ccccc23)cc1
→ -2, 4, 5
- COc1ccc(N(CC(=O)Nc2ccc3c(c2)OCCO3)S(=O)(=O)c2c(C)noc2C)cc1
→ 6, -4, -6
- CCN(C(=O)CN1CCN(c2ccc(O)cc2)CC1)c1c(N)n(Cc2ccccc2)c(=O)[nH]c1=O
→ -6, 2, 2
- COC(=O)[C@H](CCSC)NC(=O)NCCc1ccc(F)cc1
→ 11, -8, 2
- CCc1ccc(NC(=O)c2cc(C(C)C)on2)cc1
→ 5, -1, -16
- COC(=O)c1ccc2c(=O)n(Cc3ccco3)c(SCC(=O)Nc3ccccc3Cl)nc2c1
→ 3, 5, 6
- Cc1ccsc1C(C(=O)NC1CCCCC1)N(C(=O)Cc1cccs1)C1CC1 (centres undefined)
→ -1, -5, -2
- COc1ccc(C2CC(c3ccc(C)cc3)Nc3nc(N)nn32)cc1 (centres undefined)
→ -4, 9, 6
- Cc1cc(C(F)(F)F)nn1-c1nc(-c2ccco2)cc(C(F)(F)F)n1
→ 6, -14, -17
- CCCCCCCCOC(=O)CCn1[nH]c(=O)c2ccccc2c1=O
→ -2, -9, -4
- CCOc1ccccc1NC(=O)CN(C)S(=O)(=O)c1cccc2nsnc12
→ 4, -6, 0
- OCCSc1nc(-c2cccnc2)nc2ccccc12
→ -3, -2, -11
- Cc1c(C(=O)Nc2c(C)n(C)n(-c3ccccc3)c2=O)oc2ccccc12
→ -4, 9, -5
- O=C1CC(C(=O)Nc2ccccc2)N=C(N2CCOCC2)N1 (centres undefined)
→ -9, -1, -8
- Cc1cc(N2CCN(Cc3ccc4c(c3)OCO4)CC2)n2ncnc2n1
→ -3, -2, 2
- CCc1sc(N2C(=O)C3C4CCC(C4=C(C)C)C3C2=O)nc1-c1ccccc1 (centres undefined)
→ -9, -8, 54*
- Cc1ccc(C)n1N1C(=O)/C(=C\c2ccc(Cl)cc2)SC1=S
→ 9, -2, -5
- CC1(C)C2CCC1(C)C(NC1=NCCC1)C2 (centres undefined)
→ -3, -5, -6
- COc1ccc(Cn2c(C)cc3c(c2=O)C(c2cccs2)C(C#N)=C(N)O3)cc1OC (centres undefined)
→ 1, -9, 4
- CC(Oc1ccc(Cl)cc1Cl)C(=O)NC1CCSC1=O (centres undefined)
→ -6, -6, 0
- Cc1ccc(C(=O)c2c(NC(=O)c3cccnc3)sc3c2CCCC3)cc1
→ 0, 12, -2
- Cc1ccc2nc(C)/c(=N\O)c(C)nc2c1
→ 9, -6, 55*
- O=C(O)c1cccc(CN2C(=O)SC(Nc3ccccc3)C2=O)c1 (centres undefined)
→ 1, -1, 5
- Cc1ccc(S(=O)(=O)N(C)CC(=O)NCc2ccncc2)cc1
→ 0, 1, 3
- CCOC(=O)c1c(-c2cccc([N+](=O)[O-])c2)csc1NC(=O)C1CC1
→ 8, -2, -3
- Cn1c(NCc2ccco2)nc2ccccc21
→ 4, -4, 13
- Cc1ccc(C(=O)NC(C)CCc2ccccc2)cc1[N+](=O)[O-] (centres undefined)
→ 11, -6, 0
- CCC1Oc2ccc(C)cc2N(CC(=O)N(Cc2ccc3c(c2)OCO3)CC2CCCO2)C1=O (centres undefined)
→ 0, -6, -3
- Cc1ccc(N=Cc2ccc[nH]2)c(O)c1
→ 7, -6, 30
- Cc1ccc(-c2csc3nc(C)n(N)c(=O)c23)o1
→ -19, -5, u
- O=C(Nc1cc(Sc2nc3ccccc3s2)cc([N+](=O)[O-])c1)c1ccccc1F
→ 15*, -3, 18
- Cc1nc(-c2cccnc2)sc1C(=O)Nc1ccc(C(F)(F)F)cc1
→ 2, 13, 4
- Cc1cccc(NC(=O)c2ccc(OCC(=O)NCc3ccccc3)cc2)c1C
→ -2, 7, 4
- CSc1nc(SC)c2c3c(oc2n1)COC(C)(C)C3
→ 2, -8, 3
- O=C(NCC1CCCO1)c1cc2c(s1)CS(=O)(=O)C2 (centres undefined)
→ -5, -4, -14
- CC1CCCCC1NC(=O)c1cncc(Br)c1 (centres undefined)
→ 6, -1, 5
